# From PubChem
# HEK293 tox – HEK 293 cell cytotoxicity. 6.6% of 94,000 active. Potency, µM (top dose mostly 115 µM), for inactives: at the top dose activity change, negative = cytotoxicity, hits mostly inhibitors. HEK 293 viability, ATP luminescence (CellTiter-Glo), 48-72 h; also: potency is read from the fitted curve at half-maximal effect; nearly all actives have a fitted effect of over 60% in size
#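 Luminescence from cellular ATP, measured with CellTiter-Glo, indicates HEK 293 viability. Cells plated at 250 cells/well are treated with compound for 48 or 72 hr at 37 degree Celsius before reagent addition.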
# HEK293 viab – reduces viability of HEK-293 SNCA reporter cells | HEK-293-SNCA-luc viability, GF-AFC fluorescence, 24 h | 0.12% of 150,000 active | Potency, µM (highest dose often 57.1 µM), for inactives: at the highest dose activity change, negative = cytotoxicity, actives largely listed as cytotoxic;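 also: potency is read from the fitted curve at half-maximal effect; 0% = DMSO-treated cells and -100% = medium-only wells without cells; nearly all actives have a fitted effect of over 30% in size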
#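 Cytotoxicity counterscreen: after 24 h compound treatment of genome-edited SNCA-luciferase HEK-293 cells, live-cell protease substrate GF-AFC read by fluorescence after 30 min; activity scaled between DMSO (0%) and medium-only (-100%), curves Hill-fitted.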
# IP6K1 inh – IP6K1 kinase inhibition | Q92551 | IP6K1 kinase, ADP-Glo luminescence, 2 h; hits give low values | activity change, % (series mostly up to about 58 µM) | 0.81% of 140,000 active; in the data active = activity change below about -25%
#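 ADP-Glo luminescence measures ADP made by human IP6K1 during a 2 h RT reaction with ATP/IP6 (mix at 1.3 mM/130 uM); top library doses 57.5 and 19.1 uM final.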
# 3T3 cytotox – cytotoxic compounds in NIH 3T3 cells; NIH 3T3 viability, CellTiter-Glo ATP luminescence, 48-72 h; Potency, µM (series often up to 96.7 µM), inactives show top-dose activity change, negative = cytotoxicity, actives largely listed as inhibitors; 4.3% of 94,000 active; also: potency is read from the fitted curve at half-maximal effect; nearly all actives have a fitted effect of over 55% in size
#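 Cells were seeded at 400 per well, treated with pin-transferred compound, and kept 48 or 72 hr at 37 °C before CellTiter-Glo addition and luminescence imaging of cellular ATP.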
# Luciferase inh – inhibitors of firefly (Photinus pyralis) luciferase. P08659. purified P. pyralis luciferase, luminescence, biochemical. Potency, µM (doses to about 115 µM), for inactives: at the highest dose activity change, negative = inhibition, actives largely listed as inhibitors. 2.5% of 76,000 active; also: potency is read from the fitted curve at half-maximal effect; nearly all actives have a fitted effect of over 65% in size
# Target sequence (P08659 whole entry, looked up): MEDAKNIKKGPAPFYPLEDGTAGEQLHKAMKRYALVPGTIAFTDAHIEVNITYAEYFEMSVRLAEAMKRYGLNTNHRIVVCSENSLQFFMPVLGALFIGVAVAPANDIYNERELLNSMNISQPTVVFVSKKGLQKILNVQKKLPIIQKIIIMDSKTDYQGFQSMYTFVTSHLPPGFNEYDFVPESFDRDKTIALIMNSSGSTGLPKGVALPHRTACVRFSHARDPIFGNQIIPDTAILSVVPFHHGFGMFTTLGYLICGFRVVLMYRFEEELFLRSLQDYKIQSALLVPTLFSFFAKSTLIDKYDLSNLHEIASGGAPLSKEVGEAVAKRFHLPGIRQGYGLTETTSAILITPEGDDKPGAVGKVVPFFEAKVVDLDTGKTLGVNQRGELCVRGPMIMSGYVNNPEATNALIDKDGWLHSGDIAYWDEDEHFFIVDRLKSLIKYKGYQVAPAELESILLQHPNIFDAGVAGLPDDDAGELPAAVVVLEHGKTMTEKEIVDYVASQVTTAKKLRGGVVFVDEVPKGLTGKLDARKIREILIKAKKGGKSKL
#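 Purified P. pyralis luciferase (10nM final) in 50mM Tris acetate pH 7.5, 10mM Mg acetate, 0.01% Tween-20, 0.05% BSA with 10uM D-luciferin and 10uM ATP. Compounds titrated qHTS. Luminescence imaged on CCD.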
# GPT2 inhibitor – blocks human glutamate pyruvate transaminase 2; 0.25% of 100,000 active; Potency, µM (top dose mostly 57.7 µM), inactives show top-dose activity change, negative = inhibition, hits mostly inhibitors; AID 1671188; Recombinant GPT2, coupled pyruvate oxidase/HRP Amplex Red fluorescence; Q8TD30; also: potency is read from the fitted curve at half-maximal effect; nearly all actives have a fitted effect of over 60% in size; many of its hits are not listed in these tables
# Target sequence (Q8TD30 whole entry, looked up): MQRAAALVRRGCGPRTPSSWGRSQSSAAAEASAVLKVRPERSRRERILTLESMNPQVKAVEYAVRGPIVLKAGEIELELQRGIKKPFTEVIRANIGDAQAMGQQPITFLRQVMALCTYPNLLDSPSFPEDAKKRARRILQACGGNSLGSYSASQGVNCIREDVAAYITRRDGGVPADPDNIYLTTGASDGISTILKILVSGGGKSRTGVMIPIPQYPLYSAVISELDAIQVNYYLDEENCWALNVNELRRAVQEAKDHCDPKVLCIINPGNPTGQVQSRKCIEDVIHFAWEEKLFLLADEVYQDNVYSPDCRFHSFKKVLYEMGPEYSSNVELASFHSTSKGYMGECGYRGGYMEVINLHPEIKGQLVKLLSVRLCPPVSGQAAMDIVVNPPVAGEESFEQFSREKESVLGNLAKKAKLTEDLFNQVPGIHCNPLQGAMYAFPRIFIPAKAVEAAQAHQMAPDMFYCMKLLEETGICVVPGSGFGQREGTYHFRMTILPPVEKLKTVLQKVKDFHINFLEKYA
#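 Fluorescence read-out: pyruvate from GPT2 turnover coupled to pyruvate oxidase, HRP and Amplex Red (0.2mM ThPP, 0.2U/mL PO and HRP, 50uM Amplex final). Substrates 250uM a-KG, 2mM L-alanine; enzyme 10ng/uL; 30 min RT.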
# SNCA expr inh – SNCA gene expression inhibition | HEK-293 SNCA-luciferase knock-in, luminescence, 24 h | Potency, µM (titrated, usually from 57.2 µM), inactives show top-dose activity change, negative = inhibition, actives largely listed as inhibitors | 0.17% of 140,000 active;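 also: potency is read from the fitted curve at half-maximal effect; plate controls were DMSO cells for no effect and cell-free wells for full effect; nearly all actives have a fitted effect of over 45% in size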
# Numbers without * were called inactive; i = inactive; ? = inconclusive; . = no result given; & = joins results of further samples; [ ] = remark or other dose. Unless noted, calls follow the shape of the dose curve; as a rule, active = well fitted curve in the direction sought with a large enough effect; inconclusive = small, poorly fitted or top-dose-only effect, or another doubt; inactive = no such curve, though single readings can be large; an effect the other way counts as inactive or inconclusive. Unless noted, % is scaled to controls: 0 for no effect and ±100 for the full control effect. An excerpt. The share of hits here may be higher or lower than overall.
Compound	HEK293 tox	HEK293 viab	IP6K1 inh	3T3 cytotox	Luciferase inh	GPT2 inhibitor	SNCA expr inh
CCc1ccc(-n2nc(C)c3c2NC(=O)CSC3c2ccccc2C)cc1 (configuration not stated)	.	-23%	23	.	.	.	-25%
C=C[C@H]1CN2CC[C@H]1C[C@@H]2CNCc1ccc2c(c1)OCO2	-16%[172 µM]	3%[87.6 µM]	13	-13%[174 µM]	-7%[172 µM]	-4%[88.5 µM]	-19%[87.6 µM]
CCSc1nnc(NC(=O)c2cccn(Cc3ccc(Cl)cc3)c2=O)s1	.	-3%	-3	.	.	.	-2%
N=c1c2c(-c3ccccc3)c(-c3ccccc3)n(Cc3ccccc3)c2ncn1C1CCC(O)CC1 (configuration not stated)	.	-1%	.	.	.	i	?
COc1ccc2c(c1)C1(CCN(C(=O)c3ccc(C)c(F)c3)C1)C(=O)N2C (configuration not stated)	?	4%	27	-23%	-7%	i	-11%
Cc1cc(C)cc(NC(=O)CN2C(=O)CN=C(c3ccccc3)c3cc(Cl)ccc32)c1	.	-12%	2	.	.	.	?
COc1cc2c(cc1OCCN(C)C)NC(=O)C21CCN(Cc2ccccc2)CC1	?	-12%[87.6 µM]	-10	?	-19%[172 µM]	1%[88.5 µM]	-19%[87.6 µM]
NC(=NCCC[C@H](N)C(=O)O)N[N+](=O)[O-]	.	2%	.	.	.	-7%	2%

# Shown with two lines to a compound: part of the list above
# Results follow in this order: HEK293 tox, HEK293 viab, IP6K1 inh, 3T3 cytotox, Luciferase inh, GPT2 inhibitor, SNCA expr inh
Cc1cc(C)cc(NC(=O)CN2C(=O)CN=C(c3ccccc3)c3cc(Cl)ccc32)c1
  ., -12%, 2, ., ., ., ?
COc1cc2c(cc1OCCN(C)C)NC(=O)C21CCN(Cc2ccccc2)CC1
  ?, -12%[87.6 µM], -10, ?, -19%[172 µM], 1%[88.5 µM], -19%[87.6 µM]

# Next entries:
Compound	HEK293 tox	HEK293 viab	IP6K1 inh	3T3 cytotox	Luciferase inh	GPT2 inhibitor	SNCA expr inh
CCCN(CCC)[C@@H]1CCc2ccc3[nH]c(C#N)cc3c2C1	.	-31%	-9	.	.	4%	.
COc1cc2c(cc1OC1CCCC1)NC(=O)C21CCN(C(=O)Cc2ccccc2)CC1	79µM*	-12%[87.6 µM]	-13	89µM*	0%[172 µM]	?	-16%[87.6 µM]
N#CC1(c2ccccc2)CCN(C(=O)[C@H]2CCC[C@@H](O)C2)CC1	i	-3%	0	1%	-8%	-4%	-24%
CSc1ccc(CN2CCN(C(=O)COc3cccc(C)c3)CC2)cc1	.	0%	4	.	.	.	17%
CC(C)(O)c1cn(C[C@H]2CC3CCN2C[C@@H]3C(=O)Nc2nccs2)nn1 (some centres not stated)	-17%[172 µM]	-8%[87.6 µM]	15	-11%[174 µM]	-6%[172 µM]	1%[88.5 µM]	-7%[87.6 µM]
COc1cc(CCNCc2ccccc2O)c(OC)cc1C#N	.	-7%	24	.	.	?	.
CCCn1c(C)c(C(=O)c2ccc3ccccc3c2)c2ccccc21	.	-20%	.	.	.	-9%	42%[activator]
CC(=O)NCCCC(=O)N1C2CCC1CN(Cc1cccnc1)C2	-6%	10%	9	-1%	.	i	10%

# Filtered by structure, those above with a halogen (3)
Compound	HEK293 tox	HEK293 viab	IP6K1 inh	3T3 cytotox	Luciferase inh	GPT2 inhibitor	SNCA expr inh
CCSc1nnc(NC(=O)c2cccn(Cc3ccc(Cl)cc3)c2=O)s1	.	-3%	-3	.	.	.	-2%
COc1ccc2c(c1)C1(CCN(C(=O)c3ccc(C)c(F)c3)C1)C(=O)N2C (configuration not stated)	?	4%	27	-23%	-7%	i	-11%
Cc1cc(C)cc(NC(=O)CN2C(=O)CN=C(c3ccccc3)c3cc(Cl)ccc32)c1	.	-12%	2	.	.	.	?

# Later entries
Compound	HEK293 tox	HEK293 viab	IP6K1 inh	3T3 cytotox	Luciferase inh	GPT2 inhibitor	SNCA expr inh
O=C1Nc2ccccc2C12CCN(Cc1cccc3ccccc13)CC2	?	-16%	-47*	?	.	-7%	-7%
Cc1ccc(C)c(CN2C(=O)c3ccccc3Sc3ccc(C(=O)N4CCC5(CC4)OCCO5)cc32)c1	.	-7%	-10	.	.	.	7%
O=C(NC[C@H]1C[C@@H]2CCN1C[C@@H]2CN1CCOCC1)c1ccc(C(F)(F)F)cc1	3%[172 µM]	5%[87.6 µM]	0	0%[174 µM]	1%[172 µM]	2%[88.5 µM]	7%[87.6 µM]
CN(Cc1ccccc1)Cc1cn(C[C@H]2CC3CCN2C[C@@H]3C(=O)NCc2ccccc2)nn1 (some centres not stated)	0%	-12%	19	-14%	2%	-1%	7%
CC(C)(C)CC(=O)N1C[C@@H]2C[C@H](C1)c1ccc(NC(=O)c3ccco3)c(=O)n1C2	-1%[172 µM]	-6%[87.6 µM]	9	5%[174 µM]	-11%[172 µM]	-25%[88.5 µM]	37%[activator][87.6 µM]
C[C@@H]1C(=O)O[C@H]2[C@H](O)[C@@]34[C@@H]5OC(=O)[C@@]3(O[C@@H]3OC(=O)[C@@H](O)[C@@]34[C@H](C(C)(C)C)[C@H]5O)[C@@]12O	.	-6%[23.9 µM]	8	.	.	0%[27.3 µM]	.
CCOC(=O)c1ccc(NC(=O)CSc2nc3c(cc2C#N)N2CCC3CC2)cc1	.	8%	14	.	.	.	11%
O=[N+]([O-])c1cc([N+](=O)[O-])c2ccccc2c1	.	61%	19	.	.	i	-12%
COc1ccc(S(=O)(=O)NC[C@H]2C[C@@H]3CCN2C[C@@H]3CN2CCc3ccccc32)cc1	28µM*	-23%[87.6 µM]	-6	40µM*	-4%[172 µM]	-18%[88.5 µM]	-15%[87.6 µM]
CNC(C)Cc1ccc2c(c1)OCO2 (configuration not stated)	.	35%	0	.	.	i	-14%
C#CCO[C@H]1CN2CCC1CC2	.	4%	24	.	.	2%	.
Cc1nnc2n1-c1sc(CCc3ccc(CC(C)C)cc3)cc1C(c1ccccc1Cl)=NC2C (configuration not stated)	.	?	-7	.	.	-3%	-62%[25.6 µM]
COc1ccc2c(c1)C1(CCN(S(=O)(=O)c3cccc(Cl)c3)C1)C(=O)N2C (configuration not stated)	?	-22%	26	?	3%	i	-27%
CC[C@@]1(O)C(=O)OCc2c1cc1n(c2=O)Cc2cc3c(OC)cccc3nc2-1	.	-38%	-2	.	.	-7%[27.3 µM]	.
O=C1NC[C@H]2CN(Cc3ccccc3)CCN12	-18%[230 µM]	14%[87.6 µM]	-3	-13%[174 µM]	5%[230 µM]	-24%[88.5 µM]	-21%[87.6 µM]
Cc1ccccc1C(=O)N1CCC2(CC1)NCc1ccccc1-n1ccnc12	-23%	7%	34	?	-11%	i	5%
C#C[C@]1(O)CC[C@H]2[C@@H]3CC[C@H]4Cc5nc6nc7ccccc7n6cc5C[C@]4(C)[C@H]3CC[C@@]21C	.	-26%	5	.	.	-5%	.
CCC(CC)c1cc([C@H]2CN3CC[C@H]2C[C@@H]3CNC(=O)Nc2cccc(C#N)c2)nc(-c2ccncc2)n1	?	-12%	9	79µM*	1%	-5%	7%
C#C[C@H]1CN2CC[C@H]1C[C@@H]2CNS(=O)(=O)c1ccc(C)cc1	4%[172 µM]	-1%[87.6 µM]	12	-7%[174 µM]	-4%[172 µM]	-7%[88.5 µM]	-16%[87.6 µM]
O=C(O)C(=O)c1cn(Cc2ccccc2)c2ccc(-c3ccc(OC(F)(F)F)cc3)cc12	.	17%&-6%	-4	.	.	-6%&-1%	3%
COc1ccccc1-c1nn2c(=O)cc(CN3CCN(C(=O)COc4ccccc4Cl)CC3)nc2s1	.	-17%	-2	.	.	.	?
C=CCCOC(=O)N1C[C@H](C(=O)OCC)[C@H]2c3ccccc3N(CC3CC3)C(=O)[C@]21C	?	?	5	?	.	i	?
O=C(CCCCl)c1ccc(F)cc1	.	6%[23.9 µM]	6	.	.	i	-3%[25.6 µM]
S=C(NC1CCCCC1)N1CCC(c2cnc[nH]2)CC1	.	?	2	.	.	-10%&3%	2%
C=CCN1C[C@@H]2CN(S(=O)(=O)c3cccnc3)C[C@]2(C(=O)O)C1	1%	2%	18	1%	7%	i	?
COc1ccc(NC(=O)N2[C@H]3CC[C@@H]2c2cncnc2C3)cc1OC	3%	2%	5	4%	3%	?	?
COc1cc2c(cc1Oc1cccc(N(C)C)c1)NC(=O)C21CCN(CC2CC2)CC1	?	-5%[87.6 µM]	-10	79µM*	11%[172 µM]	3%[88.5 µM]	-18%[87.6 µM]
CN1C(=O)[C@@H](NC(=O)c2cc3ccccc3[nH]2)N=C(c2ccccc2)c2ccccc21	.	60%[23.9 µM]	-7	.	.	3%	-28%[25.6 µM]
CSc1ccc(CN2CCN(C(=O)COc3ccc(C)cc3)CC2)cc1	.	8%	3	.	.	.	-4%
CCC1(N2CCN(C(=O)Cc3ccccc3F)CC2)CCN(S(C)(=O)=O)C1 (configuration not stated)	?	12%	3	1%	?	4%	28%
C[C@@H]1Cc2c(Cl)cc(C(=O)N[C@@H](Cc3ccccc3)C(=O)O)c(O)c2C(=O)O1	.	8%	-6	.	.	i	.
Cc1nc(-c2ccc(N(C)C)cc2)cc([C@H]2CN3CC[C@H]2C[C@@H]3CNC(=O)c2ccccc2)n1	?	?	2	45µM*	-20%	-11%	?
Cc1ccc(Cn2cccc(C(=O)Nc3ccc(C)c(Cl)c3)c2=O)cc1	.	9%	30	.	.	.	-11%
NC1=NC(=O)N2CC12 (configuration not stated)	.	-15%	.	.	.	-7%	9.6µM*
CN1C(=O)CO[C@H]2CN(C3CCOCC3)C[C@H]21	-2%[230 µM]	1%[87.6 µM]	27	5%[230 µM]	-7%[230 µM]	i	-2%[87.6 µM]
C[C@H](N)[C@H](O)c1ccc(O)c(O)c1	.	-26%[23.9 µM]	42	.	.	?	86%[activator][25.6 µM]
O=c1[nH]oc2c1CCNC2	.	1%	-10	.	.	i	2%
CCOC(=O)[C@H]1CN([S+](=O)([O-])c2cccs2)[C@]2(C)C(=O)N(CCOC)c3ccccc3[C@H]12	-18%[57.5 µM]	10%[23.9 µM]	14	?	.	-10%[27.3 µM]	51%[activator][25.6 µM]
CCCN(CCC)C1CCc2cccc(O)c2C1 (configuration not stated)	.	-13%	.	.	.	i	-24%
Cc1nc(-c2ccc(C(F)(F)F)cc2)cc([C@H]2CN3CC[C@H]2C[C@@H]3CNS(C)(=O)=O)n1	?	5%	4	40µM*	1%	?	3%
COc1ccc(-c2cc([C@H]3CN4CC[C@H]3C[C@@H]4CNC(=O)NC3CCCCC3)n(C)n2)cc1	?	-3%	-4	89µM*	-4%	i	-2%
COc1ccc(-c2cc([C@H]3CN4CC[C@H]3C[C@@H]4CNC(=O)c3ccccc3)n(C)n2)cc1OC	-10%	-1%	-6	-23%	3%	0%	-13%
CN1CC2CN(C(=O)c3cccs3)CC(C1)O2	1%	0%	-13	-13%	-12%	4%	3%
COc1cc2c(cc1OCc1ccccc1)NC(=O)C21CCN(C(C)=O)CC1	?	5%[87.6 µM]	-6	40µM*	?	-21%[88.5 µM]	60%[activator][87.6 µM]
